PTK2B oligo ant = antagonists of human Pyk2 oligomerization; Q293 cells, Pyk2 FERM NanoBiT luminescence; active compounds read low; z-score (the deposit names both 25 µM and 10 µM); 0.83% of 99,000 active;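 active = Z-score of -3 or lower, scaled per plate to the spread of control and sample wells; inactive = z-score above -3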;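 also: negative z-score means lost luminescence so less FERM oligomerization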
EphB4 ephrin blk = blocks human EphB4 binding to ephrin-B2. EphB4 LBD / TNYL-RAW-Alexa532 peptide, fluorescence polarization. inhibition, % at 7 µM. 0.15% of 97,000 active;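 active = inhibition above the screen-wide mean inhibition plus 3 SD, cut at about 15% in these data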;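 also: 0% = DMSO wells and 100% = excess unlabeled TNYL-RAW peptide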
PLK1 PBD inh = Plk1 (human) PBD binding inhibition; Plk1 PBD phosphopeptide binding, fluorescence polarization; inhibition, %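 (tested at about 20 µM)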; 0.13% of 97,000 active; AID 693; in the data active = inhibition above about 34%, passing the limit was not always enough
HIV Rev-RRE inh = disrupts HIV-1 Rev binding to RRE RNA; inhibition, % at 8 µM; 0.79% of 97,000 active; Rev peptide-RRE RNA binding, FRET; P05866;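 active = inhibition above the screen-wide mean plus 3 SD, cut at about 35% in these data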;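 also: 0% = median DMSO wells and 100% = median Neomycin B control wells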
Target sequence (P05866 whole entry, looked up): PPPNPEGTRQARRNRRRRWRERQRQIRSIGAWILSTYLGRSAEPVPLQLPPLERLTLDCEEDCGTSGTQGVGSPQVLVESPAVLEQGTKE
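Material: labelled RRE RNA duplex and labelled Rev peptide / Buffer or medium: HEPES pH 7.5 salt buffer with EDTA / Compound dosing: single point, 8 µM final nominal compound concentration / Benchmarks: DMSO low control, neomycin B high control / Timing: 5 min preincubation and 15 min binding, 25 °C / Technique: FRET fluorescence readout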
FAK inh = blocks human focal adhesion kinase activity. Q05397. biochemical FAK kinase activity assay. inhibition, %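 (tested at 7 µM)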. 0.84% of 97,000 active. AID 727; in the data active = inhibition above about 19%;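 also: 0% = DMSO and 100% = reference compound high control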
Target sequence (Q05397 whole entry, looked up): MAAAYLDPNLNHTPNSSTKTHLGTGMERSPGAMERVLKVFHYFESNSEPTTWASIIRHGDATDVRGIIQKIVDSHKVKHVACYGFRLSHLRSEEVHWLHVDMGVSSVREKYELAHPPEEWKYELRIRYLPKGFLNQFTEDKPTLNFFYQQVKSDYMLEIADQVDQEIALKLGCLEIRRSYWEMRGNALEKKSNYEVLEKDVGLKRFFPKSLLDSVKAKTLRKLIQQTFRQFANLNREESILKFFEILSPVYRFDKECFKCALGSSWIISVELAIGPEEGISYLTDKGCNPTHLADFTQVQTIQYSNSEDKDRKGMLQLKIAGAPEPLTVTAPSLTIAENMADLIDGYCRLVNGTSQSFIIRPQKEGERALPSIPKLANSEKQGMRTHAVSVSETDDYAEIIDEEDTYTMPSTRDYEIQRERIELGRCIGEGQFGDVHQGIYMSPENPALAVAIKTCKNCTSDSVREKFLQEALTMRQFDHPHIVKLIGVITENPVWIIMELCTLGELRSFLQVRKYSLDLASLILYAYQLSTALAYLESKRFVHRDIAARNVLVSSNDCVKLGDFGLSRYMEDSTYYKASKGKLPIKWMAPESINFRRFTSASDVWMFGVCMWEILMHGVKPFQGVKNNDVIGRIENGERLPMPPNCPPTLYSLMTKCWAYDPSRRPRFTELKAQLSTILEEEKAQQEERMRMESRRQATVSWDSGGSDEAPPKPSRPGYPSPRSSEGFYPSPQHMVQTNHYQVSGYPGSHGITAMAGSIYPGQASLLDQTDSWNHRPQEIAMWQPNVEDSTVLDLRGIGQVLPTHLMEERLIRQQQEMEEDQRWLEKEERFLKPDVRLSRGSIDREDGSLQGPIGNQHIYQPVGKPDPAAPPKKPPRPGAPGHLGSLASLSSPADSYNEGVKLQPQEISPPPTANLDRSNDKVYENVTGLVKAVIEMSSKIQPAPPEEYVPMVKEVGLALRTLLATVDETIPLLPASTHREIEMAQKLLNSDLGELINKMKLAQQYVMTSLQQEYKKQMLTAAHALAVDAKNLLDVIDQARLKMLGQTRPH
cytoskel mod = cytoskeleton assembly modification | HUVEC TNFa F-actin phalloidin imaging, high content | inhibition, % at 2 µM | 0.18% of 91,000 active | AID 836;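 active = inhibition above the batch mean plus 3 SD and confirmed as a hit by visual image inspection, cut at about 30% in these data, passing the limit was not always enough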; also: strong numbers were not always called active
LYP act = activators of human LYP (PTPN22) phosphatase. recombinant LYP, DiFMUP fluorescence; 0 = plate median, 100 = signal doubled. activation, % at 2 µM. 0.11% of 96,000 active. Q9Y2R2;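 active = activation at 2 µM above a set limit, the mean plus 5 SD, cut at about 37% in these data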
PLK1 inh = PLK1 (human) kinase inhibition. P53350. recombinant PLK1 kinase, TR-FRET peptide phosphorylation. inhibition, % at 10 µM. 0.53% of 97,000 active. AID 619;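 active = inhibition of 50% or more in the single-concentration screen; inactive = inhibition below 50%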;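 also: 0% = DMSO max control and 100% = H-89 dihydrochloride min control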
PTPN22 inh 2 = LYP (human) phosphatase inhibition; inhibition, % at 2 µM; 0.21% of 96,000 active; recombinant LYP catalytic domain, DiFMUP fluorescence; AID 640;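 active = inhibition at 2 µM at or above a set limit, the screen mean plus 3 SD, cut at about 24% in these data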;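 also: 0% = DMSO with enzyme and 100% = enzyme fully blocked by orthovanadate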
Numbers without * were called inactive; x = not tested or not shown; [ ] = remark or other dose.

SMILES	PTK2B oligo ant	EphB4 ephrin blk	PLK1 PBD inh	HIV Rev-RRE inh	FAK inh	cytoskel mod	LYP act	PLK1 inh	PTPN22 inh 2
Cc1ccc(-n2c(N)c(C(N)=O)sc2=S)c(C)c1	0.6	-5	12	4	6	-1	-2	-7	-1
O=C1CCC(=O)c2oc3ccccc3c2N1	1.5	2	-6	5	-4	-11	-3	-2	1
O=C(OCC(=O)N1CCCCCC1)c1cccs1	0.74	5	-9	8	0	7	7	-16	-10
CC(C)C(c1nnnn1Cc1ccc(F)cc1)N1CCN(Cc2ccc3c(c2)OCO3)CC1 (stereo not given)	1.1	-2	-21	5	-1	14	10	-11	-10
COc1ccc2nc(C)cc(SCC(=O)NNC(=O)COc3ccc(C)cc3)c2c1	1.4	8	19	-2	-37	15	-4	-2	2
CC(C)CNC(=O)CSc1nc(-c2cccs2)cc(C(F)(F)F)n1	2.8	3	3	4	2	11	-7	-9	8
COc1ccccc1/C=N/n1c(C)nnc1-n1nc(C)cc1C	0.28	-3	-23	-1	-2	x	11	7	-10
CCc1c(C(=O)Nc2cc(C)cc(C)c2)[nH]c(C)c1C(C)=O	1.8	-2	6	8	2	-3	7	-8	-3
Cc1c(NC(=O)CN2CCN(c3ccccc3)CC2)c(=O)n(-c2ccccc2)n1C	1.1	7	13	4	-5	-22	-11	-10	13
CCn1c(SCC(=O)N2CCN(c3ccccc3)CC2)nnc1-c1c[nH]c2ccccc12	x	-11	4	7	2	-7	-3	-9	0
O=C(Oc1cccc(C(=O)N2CCOCC2)c1)c1ccc(Br)cc1	-0.3	2	-5	2	0	-10	-6	-9	6
O=C(Nc1nnc(-c2ccc3c(c2)CCCC3)o1)c1ccc(Cl)cc1Cl	x	-2	13	-1	-7	0	-2	-17	2
COc1ccccc1C(=O)N/C(=C\c1ccc(Br)cc1)C(=O)NCCO	-0.26	-2	-16	5	-3	6	-10	-6	8
COc1ccc(S(=O)(=O)N2CCSC2c2ccccc2)cc1 (stereo not given)	0.14	-1	17	-3	1	6	8	3	-4
O=C(Cc1ccc(Cl)cc1)Nc1ccc(N2CCCC2)cc1	-0.97	-8	-11	5	2	-10	-1	-2	2
Cc1cc(=O)oc(C)c1C(=O)NCc1ccco1	0.53	-10	-6	2	1	-29	-2	-10	-1
COC(=O)c1c(-c2ccc3ccccc3c2)csc1NC(=O)Cc1ccc(OC)c(OC)c1	-2.1	0	9	7	0	-26	4	-6	0
Cc1ccccc1NC(=O)c1cccc2nccnc12	-0.3	-3	3	0	5	3	0	-24	-3
Cc1ccccc1OCCCC(=O)Nc1ccc(Br)cc1	1	-1	13	4	-2	-3	-2	-5	6
CC(=O)COc1ccc2c3c(c(=O)oc2c1C)CCCCC3	0.7	-12	-17	11	0	7	0	-15	-4
C/C(=N\NC(=O)c1ccc(OC2CCCC2)cc1)c1ccc(C)s1	0.57	3	-6	0	2	-11	12	-11	-12
CC(C)N(C(=O)COC(=O)c1cc(Cl)cc(Cl)c1N)C(C)C	-0.04	5	-17	13	0	x	8	7	-6
CCCN1C=CC(=C/C=C(\C#N)C(=O)OCC)C=C1	x	5	-206	136*[fluorescence artefact?]	4	-4	-11	-32	11
CSc1ccc(-c2nnn(CC(=O)NCc3ccccc3)n2)cc1	0.32	2	-13	9	2	7	-6	-10	6
CC1=C(C(=O)OC(C)C)C(c2ccc(F)cc2)NC(=O)N1 (stereo not given)	-0.19	-2	-7	10	2	-10	-3	-8	-1

Quoted from above (2 entries):
SMILES	PTK2B oligo ant	EphB4 ephrin blk	PLK1 PBD inh	HIV Rev-RRE inh	FAK inh	cytoskel mod	LYP act	PLK1 inh	PTPN22 inh 2
CSc1ccc(-c2nnn(CC(=O)NCc3ccccc3)n2)cc1	0.32	2	-13	9	2	7	-6	-10	6
CC1=C(C(=O)OC(C)C)C(c2ccc(F)cc2)NC(=O)N1 (stereo not given)	-0.19	-2	-7	10	2	-10	-3	-8	-1

Carrying on.
SMILES	PTK2B oligo ant	EphB4 ephrin blk	PLK1 PBD inh	HIV Rev-RRE inh	FAK inh	cytoskel mod	LYP act	PLK1 inh	PTPN22 inh 2
O=c1[nH]nc(Cc2ccc(Cl)cc2)c2ccccc12	-0.33	-3	-7	3	2	4	15	49	-13
COc1ccc(OC)c(CNc2ccc(F)c(Cl)c2)c1	-0.96	3	10	5	-3	-16	12	-14	-13
O=C(c1cc(-c2cccs2)on1)N1CCc2ccccc2C1	-0.19	4	-7	17	2	-12	-5	-9	4
COc1ccc(C2Nc3ccccc3C(=O)N2c2ccccc2)cc1COc1ccccn1 (stereo not given)	-0.4	0	0	1	-1	4	-7	-14	12
O=C(CCc1ccc(S(=O)(=O)N2CCOCC2)cc1)Nc1ccc(N2CCOCC2)cc1	1	1	0	-3	1	15	18	-11	-15
Cc1c(Cc2ccccc2)c(=O)oc2cc(OCc3nn[nH]n3)ccc12	0	9	3	4	3	-1	5	-19	-2
O=C(Nc1ccc(Cn2cccn2)cc1)c1ccc(COc2ccccc2Br)cc1	0.09	-1	3	5	1	-7	-4	-7	6
O=C(NCc1ccco1)C1CC(=O)N(c2ccc(F)cc2)C1 (stereo not given)	-0.61	1	-18	4	-1	6	0	-3	0
COC(=O)c1[nH]c2ccc(C)cc2c1NC(=O)C1=COCCO1	1.4	-11	-11	1	6	-18	7	-8	-4
CCN(CC)S(=O)(=O)c1cccc(-c2nnc(SCCCC(=O)c3ccccc3)o2)c1	-1.1	-1	-9	2	-9	1	-11	6	12
CCS(=O)(=O)N1CCC(C(=O)NCCCOC)CC1	-0.31	-3	-12	8	-4	-36	1	-8	-1
Cc1nnc(SCc2ccc(F)cc2)s1	-0.24	0	16	2	0	-24	-12	-3	11
Cc1cc(C(=O)N2CCN(c3ccccc3)CC2)no1	-1.5	-7	10	1	1	-10	7	-3	-9
COCc1nnc(NC(=O)c2ccc(NC(=O)C(C)C)cc2)s1	0.18	2	-6	3	0	4	-2	-12	-1
Cc1ccc2[nH]c3c(=O)n(CCc4cnc[nH]4)cnc3c2c1	-0.81	3	9	-2	-2	16	-2	-1	5
CCOc1ccc(N2C(=O)c3cccnc3C2=O)cc1	0.32	6	27	0	-1	x	9	1	-8
O=S(=O)(c1ccccc1)N1CCn2c(nc3ccccc32)C1	x	-5	-3	2	1	13	5	-11	-6
COC(=O)c1cc(Br)c(=O)n(CCN2CCCCC2)c1	-0.18	-1	20	1	-3	-30	-6	-16	3
O=C1c2ccccc2C(=O)N1CCCCSc1nnnn1-c1ccccc1	2	10	-25	4	-2	-2	0	-10	-3
COc1ccc(C(C)(C)C)cc1NC(=O)C1CC=CCC1C(=O)O (stereo not given)	0.29	6	23	4	6	-6	-9	5	6
O=C(COC(=O)C1CCN(S(=O)(=O)c2cccs2)CC1)c1ccc2c(c1)OCCO2	-0.26	2	-4	18	14	-3	-1	-40	1
CN(C)c1ccc(/C=N/Nc2ccc(-n3ccnc3)nn2)cc1	0.27	6	-9	4	8	-3	-1	-7	3
CCC1CCCCN1CCCNC(=O)CC1Oc2ccccc2NC1=O (stereo not given)	x	-7	-12	6	1	2	0	-17	-3
Cc1nc(NCCc2ccc(S(N)(=O)=O)cc2)c2c3c(sc2n1)CCC3	0.88	-2	-31	13	-1	14	-8	3	9
COc1ccc(CNC(=O)CN(C(=O)CCC(=O)Nc2ccccn2)c2ccccc2OC)cc1	0.25	9	-21	6	-4	33	-4	-9	3

Entries of single compounds, looked up by structure:
CCC1CCCCN1CCCNC(=O)CC1Oc2ccccc2NC1=O (stereo not given) is listed as PTK2B oligo ant = x; EphB4 ephrin blk = -7; PLK1 PBD inh = -12; HIV Rev-RRE inh = 6; FAK inh = 1; cytoskel mod = 2; LYP act = 0; PLK1 inh = -17; PTPN22 inh 2 = -3
Cc1nnc(SCc2ccc(F)cc2)s1 is listed as PTK2B oligo ant = -0.24; EphB4 ephrin blk = 0; PLK1 PBD inh = 16; HIV Rev-RRE inh = 2; FAK inh = 0; cytoskel mod = -24; LYP act = -12; PLK1 inh = -3; PTPN22 inh 2 = 11
CCOc1ccc(N2C(=O)c3cccnc3C2=O)cc1 is listed as PTK2B oligo ant = 0.32; EphB4 ephrin blk = 6; PLK1 PBD inh = 27; HIV Rev-RRE inh = 0; FAK inh = -1; cytoskel mod = x; LYP act = 9; PLK1 inh = 1; PTPN22 inh 2 = -8

Additional entries:
SMILES	PTK2B oligo ant	EphB4 ephrin blk	PLK1 PBD inh	HIV Rev-RRE inh	FAK inh	cytoskel mod	LYP act	PLK1 inh	PTPN22 inh 2
O=C(NCc1cccnc1)C1CCN(S(=O)(=O)c2cccs2)CC1	1.4	1	-21	6	-2	24	13	0	-17
CC(C)C(C(=O)Nc1cccnc1)N1C(=O)c2ccccc2C1=O (stereo not given)	0.77	-6	13	-1	2	12	7	-11	-9
O=C(C1CCCO1)N(Cc1ccccc1)c1ccccc1 (stereo not given)	-0.52	4	-6	1	0	13	1	-11	-4
Cc1cc(Oc2ccccc2F)nc(NCc2ccccc2)n1	-1.5	1	7	14	0	-8	-9	-14	10
CCOc1cc(C)c(Cl)cc1S(=O)(=O)n1cnc2ccccc21	0.39	-4	16	14	2	x	-2	-11	1
COc1cc(-c2nnc(SCC(=O)/C(C#N)=C(\C)N)o2)cc(OC)c1OC	0.5	-9	-18	0	-11	15	-3	-12	5
CNC(=O)CSc1nnc(-c2cc(C)cc(C)c2)o1	-0.26	0	-7	4	-2	11	1	-8	-2
O=C(CSc1nnc(CNc2cccc(Cl)c2)o1)OC1CCCCC1	0.09	3	-3	14	2	8	1	-16	2
Cc1nc2ccccc2c(=O)n1/N=C/c1ccccn1	0.81	7	-14	8	-3	-5	-10	-3	7
CCN(c1ccccc1)S(=O)(=O)c1ccc2[nH]cc(C(=O)N3CCOCC3)c(=O)c2c1	-0.22	-2	-20	5	5	12	-5	17	2
N#CCSc1nnc(-c2cnccn2)n1Cc1ccccc1	-0.34	4	-3	0	-3	-6	0	-12	3
COc1ccc2[nH]c(=O)c(CN(C)C(=O)C3CCCCC3)cc2c1	-0.4	0	-4	-3	-1	19	-3	-4	3
CCOC(=O)c1ccc(NC(=O)C(C)NS(=O)(=O)c2ccc(OC)cc2)cc1 (stereo not given)	-0.68	4	13	4	0	-7	4	-3	0
CC(=O)Nc1nonc1-c1nc2ccccc2n1Cc1ccccn1	1.4	7	14	12	2	2	6	-7	-7
O=C(Nc1ccc(Cl)cn1)Nc1ccccc1F	0.93	-2	14	6	0	-21	1	-4	-2
O=C(CSc1nc2ccccc2[nH]1)Nc1ccccc1N1CCOCC1	-0.89	-2	-43	1	-8	2	-9	1	5
CCCN1C2CCCC1CC(NC(=O)c1ccccc1)C2 (stereo not given)	-0.23	6	14	7	11	-9	3	-3	-5
Cc1cnc(C(=O)Nc2ccccc2-n2cccc2)cn1	-0.15	4	-10	7	-1	-1	-2	-3	-5
O=C(NC(=O)c1ccccc1)NC(=O)c1ccccc1	0.21	1	-5	8	-2	x	-2	9	3
COCCn1c(SCc2ccc(C(=O)OC)o2)nc2ccccc2c1=O	-0.9	-5	-20	3	-1	-23	2	-8	-4
CCCCC(=O)Nc1cc(C)c2c(=O)oc3ccccc3c2n1	-1	-2	-33	18	5	18	3	-2	1
CCOc1cc(C(=O)N(C)Cc2cc3ccccc3[nH]c2=O)cc(OCC)c1OCC	0.11	-4	-16	0	0	10	13	-4	-7
O=C(CCC1CCCC1)N1CCN(C(=O)C2CC2)CC1	0.6	-7	13	-2	2	9	11	-12	-12
CN(C)C(=O)c1c(NC(=O)c2ccco2)sc2c1CCCCC2	0.61	-9	-4	0	-2	9	0	-7	1
O=C(Nc1ccccc1O)c1cc(S(=O)(=O)N2CCOCC2)ccc1Cl	0.82	2	-5	7	2	x	-9	-3	8
O=C(c1cccc(F)c1)N1CCN(C(=O)c2cc(-c3ccc(Cl)cc3Cl)on2)CC1	-0.24	2	5	-2	3	2	-3	-4	-2
CC(C)OCCCNC(=O)c1ccc(Br)cc1	0.14	7	-38	-1	-2	-16	-10	-8	11
COc1cc2c(cc1OC)C1(CCCC1)CNC2C (stereo not given)	-0.7	9	-10	11	-5	-3	-14	-8	13
Cc1cc(Br)ccc1NCc1ccccn1	0.29	-6	-16	0	4	-9	-2	-5	5

Screening data as filed in PubChem BioAssay.
